Myeloid diff 2 = induction of myeloid progenitor differentiation, primary screen, cell-based, flow cytometry, MLPCN library; ER-HoxA9 myeloid progenitors, lysozyme-GFP differentiation; AID 624256, 2012; calls only at 10 µM; hit rate 1% among 360,000;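 active means normalized GFP-positive differentiation at or above the plate's own cutoff, the solvent-only control mean plus 3 SD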;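 further: cells exposed to compound for four days before flow analysis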
GPR55 activation = GPR55 agonists via beta-arrestin recruitment, primary screen, imaging, U2OS cells, beta-arrestin-GFP redistribution (AID 1961). activation, % at 10 µM, or EC50 in µM where a hit was titrated. hit rate 0.048% among 290,000. G-protein coupled receptor 55 (Homo sapiens). U2OS GPR55 beta-arrestin-GFP redistribution imaging; higher % means a stronger effect;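 active means activation above 40% with more than 50 cells counted in the well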;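 further: U2OS osteosarcoma cells stably expressing GPR55 and beta-arrestin-GFP; plate controls were DMSO negative control for no effect and LPI positive control for full effect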
T cell modulator = modulators of CD8 T cell-vesicle binding, primary screen, mouse 2C CD8+ T cells, flow cytometry. hit rate 0.068% among 330,000. 2C CD8+ T cell-vesicle binding; stronger effect = lower value. AID 2052, 2009. calls only at 7 µM;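 active means response, share of CD8 T cells binding vesicles, and their 90th percentile fluorescence all below set limits, cut at about 80% in these data, passing the limit was not always enough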
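incubation = binding step 1.5 h, 37 °C, antibody labelling 20 min, ice | test system = 2C mouse CD8+ T cells | read-out basis = percent CD8+ FL2 mean versus row control | controls = Peptide-free naked vesicles (low) and QL9 vesicles with 0.7% DMSO vehicle (high) | detection = flow cytometry of vesicle-bound cells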
KOR beta-arrestin-1 = KOR agonists, beta-arrestin recruitment, primary screen, cell-based, luminescence, uHTS (AID 1777); Kappa-type opioid receptor (Homo sapiens); KOR beta-arrestin recruitment, luminescence; higher % means a stronger effect; activation, % at 10 µM; hits with a dose series show EC50 in µM; hit rate 0.02% among 280,000; in the data active means activation above about 50%, passing the limit was not always enough; further: a part of the inactive calls stands beside numbers as strong as those of hits
NOD1 NF-kB reporter = NOD1 signaling inhibitors, primary screen, cell-based, luminescence, uHTS (AID 1578); hit rate 1% among 290,000; inhibition, % at 4 µM; hits with a dose series show EC50 in µM; NOD1-driven NF-kB luciferase reporter cells, luminescence; higher % means a stronger effect; in the data active means inhibition mostly above about 36%, no sharp cut-off; inactive means mostly below about 34%;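 further: HEK-293T reporter cells stimulated with the NOD1 agonist gamma-tri-DAP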
NTR1 agonist = agonists of NTR1, primary screen, imaging, U2OS cells, beta-arrestin-GFP, high content (AID 493036). activation, % at 20 µM. Neurotensin receptor type 1 (Homo sapiens), P30989. NTR1-U2OS beta-arrestin-GFP spot imaging, agonist mode. hit rate 0.17% among 330,000;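 active means activation at or above 40% of the spot to cytoplasm intensity ratio, with at least 20 cells analyzed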;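 further: 0% = DMSO without peptide and 100% = 100 nM NTR1 peptide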
Target sequence (P30989 whole entry, looked up): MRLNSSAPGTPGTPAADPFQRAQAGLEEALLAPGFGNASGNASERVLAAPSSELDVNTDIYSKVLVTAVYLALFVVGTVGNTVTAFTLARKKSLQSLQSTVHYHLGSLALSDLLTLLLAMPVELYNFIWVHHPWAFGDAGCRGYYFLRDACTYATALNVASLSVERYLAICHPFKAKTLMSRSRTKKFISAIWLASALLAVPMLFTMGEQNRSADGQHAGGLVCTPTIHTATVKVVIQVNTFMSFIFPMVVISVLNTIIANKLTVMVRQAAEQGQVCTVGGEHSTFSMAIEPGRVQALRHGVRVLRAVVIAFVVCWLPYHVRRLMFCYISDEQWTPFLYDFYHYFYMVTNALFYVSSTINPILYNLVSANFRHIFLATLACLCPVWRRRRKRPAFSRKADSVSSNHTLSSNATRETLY
GPR55 LPI antagonism = GPR55 antagonists blocking LPI-driven arrestin recruitment, primary screen, imaging, U2OS, beta-arrestin-GFP, LPI agonist (AID 2013); G-protein coupled receptor 55 (Homo sapiens); U2OS GPR55 beta-arrestin-GFP translocation imaging, LPI antagonism; higher % means a stronger effect; inhibition, % at 10 µM; hits with a dose series show IC50 in µM; hit rate 0.13% among 290,000;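 active means spots per cell inhibited over 60%, with over 100 cells counted and total cytoplasm intensity under 500,000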;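 further: U2OS cells stably carrying GPR55 and arrestin-GFP stimulated by 5 µM LPI near EC80; imaged beta-arrestin-GFP aggregate spots per cell after agonist stimulation; plate controls were LPI-stimulated DMSO wells for no effect and DMSO wells without LPI for full effect; some results filed as inactive read as strong as hits; confirmed hits need IC50 under 10 µM and bright autofluorescent wells are also inconclusive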
KOR beta-arrestin-2 = KOR antagonists, beta-arrestin recruitment, cell-based, luminescence, uHTS (AID 1778); Kappa-type opioid receptor (Homo sapiens); KOR beta-arrestin recruitment, luminescence, antagonist mode; higher % means a stronger effect; inhibition, % at 10 µM; hits with a dose series show IC50 in µM; hit rate 0.091% among 290,000; further: strong numbers were not always called active
HEK293 NOD2/NF-kB = NOD2 signaling inhibitors, cell-based, luminescence, uHTS, HEK293 (AID 1566); inhibition, % at 4 µM, or EC50 in µM where a hit was titrated; hit rate 0.63% among 290,000; HEK293 NOD2/NF-kB luciferase reporter, luminescence; higher % means a stronger effect; further: many of its hits are not listed in these tables
T cell modulator vesicle-bound % = further read-out of T cell modulator, marked with its call; double positive events, %; measured here: CD8+ vesicle-bound cell fraction;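 binding gate set so that unloaded-vesicle control wells show 10% double positive cells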
NTR1 agonist cell count 20 µM = also measured in NTR1 agonist; calls as there; cell count; measured here: cell count, cytotoxicity flag
Myeloid diff 2 GFP+ MAC1+ % = recorded beside Myeloid diff 2, whose call it bears; GFP+ MAC1+ double positive, %; measured here: differentiation confirmed by MAC1 staining
The depositor's hits bear a star; i = inactive; . = no result given; [ ] = another dose, or the depositor's remark. Unless noted, no stated cut-off is given here; in the data, active means inhibition above about 50%; inactive means the rest. These rows are one share of the data. The share of hits here may be higher or lower than overall.

| SMILES | Myeloid diff 2 | Myeloid diff 2 GFP+ MAC1+ % | GPR55 activation | T cell modulator | T cell modulator vesicle-bound % | KOR beta-arrestin-1 | NOD1 NF-kB reporter | NTR1 agonist | NTR1 agonist cell count 20 µM | GPR55 LPI antagonism | KOR beta-arrestin-2 | HEK293 NOD2/NF-kB |
| --- | --- | --- | --- | --- | --- | --- | --- | --- | --- | --- | --- | --- |
| CCc1c(C(=O)NC2CCCCC2)[nH]c(C)c1C(C)=O | i | 0.7 | 0.3% | i | 28 | 10% | 7% | 0.3 | 89 | -7% | -45% | -6% |
| COCCNC(=O)C(c1ccc(F)cc1)N(C(=O)CCC(=O)Nc1ccccn1)c1cccc(C)c1 (configuration not stated) | i | 0.1 | -0.2% | i | 26 | 3.3% | 35% | -1.1 | 53 | -12% | -41% | -5% |
| CCOC(=O)C1CCN(C(=O)/C(C)=C\c2ccccc2)CC1 | i | 0.4 | 0.2% | i | 54 | -3.2% | -31% | -0.1 | 92 | 4% | -22% | 6% |
| O=C(c1cc(-c2ccc(Cl)cc2)n(-c2ccc(Cl)cc2)n1)N1CCOCC1 | i | 0.6 | -0.3% | i | 28 | -1.1% | 2% | 4.5 | 40 | 5% | 14% | 3% |
| O=C1NN(c2ccccc2)C(=O)/C1=C\c1ccc(-c2cc([N+](=O)[O-])ccc2O)o1 | i | 0.3 | 0.2% | . | . | -6.7% | -23% | 0.1 | 91 | -5% | 26%[20 µM] | -6% |
| Cc1cccc(N2CCN(C(=S)c3ccc([N+](=O)[O-])cc3)CC2)c1 | i | 0.9 | -0.1% | i | 41 | 3.9% | 20% | 0.7 | 54 | -2% | -30% | -10% |
| COc1ccc(CC(=O)Nc2ccc(S(=O)(=O)Nc3nccs3)cc2)cc1 | . | . | 0.2% | i | 17 | 0.0% | -7% | 0.5 | 27 | 6% | -29% | 15% |
| CCOC(=O)C1CCCN(C2CC(=O)N(c3ccccc3)C2=O)C1 (configuration not stated) | i | 0.3 | -0.1% | i | 57 | -0.7% | -34% | 0.2 | 75 | -5% | -26%[20 µM] | 2% |
| O=C(COc1ccc(Cl)cc1)N(Cc1ccc(F)cc1)C1CCS(=O)(=O)C1 (configuration not stated) | i | 2.7 | 0.3% | i | 26 | -0.1% | -6% | 1.3 | 75 | -21% | -48% | -1% |
| COc1ccc(NC(=O)C2=Cc3cccc(OC)c3OC2)cc1 | i | 0.2 | -0.1% | i | 44 | -0.1% | -40% | 0.1 | 33 | -4% | -24%[20 µM] | -56% |

| SMILES | Myeloid diff 2 | Myeloid diff 2 GFP+ MAC1+ % | GPR55 activation | T cell modulator | T cell modulator vesicle-bound % | KOR beta-arrestin-1 | NOD1 NF-kB reporter | NTR1 agonist | NTR1 agonist cell count 20 µM | GPR55 LPI antagonism | KOR beta-arrestin-2 | HEK293 NOD2/NF-kB |
| --- | --- | --- | --- | --- | --- | --- | --- | --- | --- | --- | --- | --- |
| O=C(CNC(=O)c1ccncc1)N/N=C/c1cc(Br)ccc1O | i | 0.8 | 0.5% | i | 41 | -1.0% | 2% | -0.9 | 43 | 1% | 18% | 10% |
| CC(NC(=O)COC(=O)c1ccc2c(c1)S(=O)(=O)N=C1CCCCCN12)C12CC3CC(CC(C3)C1)C2 (configuration not stated) | i | 0.6 | 1.8% | i | 14 | -4.2% | -20% | 7.0 | 43 | -3% | -4% | -4% |
| COCC1CCCN(C(=O)c2cc(COc3ccc(C(C)=O)cc3)on2)C1 (configuration not stated) | i | 1.0 | -0.1% | i | 33 | 1.4% | -66% | -0.7 | 49 | 6% | -19% | -54% |
| Cn1c(Cn2cnc([N+](=O)[O-])n2)nnc1SCC(=O)Nc1ccc(Br)cc1 | i | 0.4 | 0.0% | i | 13 | -0.3% | -44% | 0.2 | 56 | 7% | 12% | 1% |
| CC(C)(C)n1nnnc1CN1CCN2CCCC2C1 (configuration not stated) | i | 1.0 | -0.2% | i | 45 | 3.5% | -10% | -1.2 | 62 | -6% | -11% | 7% |
| CCOC(=O)NC(=O)/C(C#N)=C\Nc1sccc1C(=O)OC | i | 0.4 | -0.1% | i | 21 | -5.3% | -27% | 1.5 | 55 | 8% | 6%[20 µM] | 13% |
| COc1cc(CN2CCNC(=O)C2CC(=O)NCCCC2CCCC2)cc(OC)c1 (configuration not stated) | i | 2.2 | -0.2% | i | 10 | 2.1% | -14% | 1.8 | 60 | 9% | -4% | 12% |
| c1ccc2c(c1)CN1CCCC1=N2 | i | 0.5 | -0.2% | i | 10 | 0.2% | -9% | 0.1 | 26 | 4% | 17% | 1% |
| CCC(=O)Nc1c(-c2ccc(OC)cc2)c(=O)c2ccccc2n1C | i | 0.9 | 0.2% | i | 26 | -4.9% | -13% | -0.2 | 80 | 5% | 19% | 4% |
| Clc1ccc(OCCN2CCCCC2)c(Cl)c1 | i | 0.8 | 0.0% | i | 54 | -2.0% | -10% | 0.9 | 40 | 7% | 24% | -6% |

SMILES | Myeloid diff 2 | Myeloid diff 2 GFP+ MAC1+ % | GPR55 activation | T cell modulator | T cell modulator vesicle-bound % | KOR beta-arrestin-1 | NOD1 NF-kB reporter | NTR1 agonist | NTR1 agonist cell count 20 µM | GPR55 LPI antagonism | KOR beta-arrestin-2 | HEK293 NOD2/NF-kB
CC(C)CC(=O)N1CCC(O)(CS(=O)(=O)c2ccc(Cl)c(Cl)c2)CC1 | i | 0.3 | 0.1% | i | 29 | -4.2% | -12% | 2.0 | 73 | 5% | 0% | 11%
CN(CC(CC(=O)O)c1ccccc1)S(=O)(=O)c1ccc(Br)cc1 (configuration not stated) | i | 1.8 | 0.2% | i | 30 | 4.2% | -13% | -1.2 | 64 | -6% | -7% | 10%
O=C(Nc1ccc(Cl)c(Cl)c1)OCc1cncs1 | i | 0.5 | 0.3% | i | 18 | 6.8% | -20% | 1.3 | 62 | -11% | -37% | -29%
Cc1ccc(C)c(S(=O)(=O)N2CCN(CC(=O)Nc3cc(C)on3)CC2)c1 | i | 0.6 | -0.1% | i | 33 | -9.1% | -14% | 0.1 | 52 | -3% | -3% | 10%
COc1ccc(C(=O)N2CCCC(N3CCN(c4ccccc4F)CC3)C2)c(OC)n1 (configuration not stated) | i | 4.7 | -0.1% | i | 56 | 4.2% | -4% | 1.1 | 67 | -5% | -43% | 2%
Cc1ccc(-n2nnnc2SCC(=O)Nc2ccccc2N2CCCCC2)cc1C | i | 0.9 | -1.0% | i | 17 | -6.8% | 12% | 6.0 | 43 | 0% | -22% | -4%
CCOC(=O)C(C)Sc1ncc(OC)c(=O)[nH]1 (configuration not stated) | i | 0.9 | -0.3% | i | 4 | -1.1% | -6% | -0.6 | 86 | 5% | -14% | 15%
CC(C)C(OC(=O)c1nsc(Cl)c1Cl)C(=O)NC1CCCCC1 (configuration not stated) | i | 3.6 | 0.1% | i | 35 | 3.1% | -4% | 0.8 | 41 | -2% | -28% | 20%
COc1cccc(CNC(=O)C2=Cc3cccc(OC)c3OC2)c1 | i | 0.5 | 0.6% | i | 60 | -2.9% | -5% | 2.1 | 70 | 6% | -8% | 14%
N=c1n(Cc2ccccc2Cl)c2ccccc2n1CC(O)c1ccco1 (configuration not stated) | i | 0.1 | 0.5% | i | 46 | -2.0% | -21% | 1.1 | 60 | -1% | -32%[20 µM] | 20%
Cc1ccc(F)cc1CNC(=O)C1CCC(=O)N(CC2CCCCC2)C1 (configuration not stated) | i | 2.1 | -0.1% | i | 10 | 7.4% | 21% | -0.4 | 65 | -5% | -21% | -1%
COc1ccccc1NC(=O)N1CCC(C(=O)c2ccc(Cl)cc2)CC1 | i | 4.8 | 0.2% | i | 28 | 1.5% | -1% | -3.0 | 59 | 6% | -4% | 8%
CCOc1ccc(NC(=O)N2CCN(S(C)(=O)=O)CC2)cc1 | . | . | 0.7% | i | 51 | -3.1% | -7% | -0.5 | 42 | 5% | 44%[20 µM] | 9%
O=C(c1cccc(NC2=NC3CS(=O)(=O)CC3S2)c1)N1CCN(c2ncccn2)CC1 (configuration not stated) | i | 1.7 | -0.1% | i | 31 | -2.3% | -14% | -1.8 | 73 | 6% | -1%[20 µM] | 18%
CC1=NOC2(C1)N(C)c1ccccc1C2(C)C (configuration not stated) | i | 7.3 | -1.0% | i | 55 | 32% | 25% | -0.4 | 66 | -5% | -37% | -24%
CC(C)c1ccc(NC(=O)CCNC(=O)Cn2cnc3ccccc3c2=O)cc1 | i | 0.4 | -0.1% | i | 8 | -5.2% | -28% | -1.6 | 45 | -15% | -13% | 10%
COc1ccc(OC)c(C2C(C(C)=O)=C(O)C(=O)N2CCC(=O)O)c1 (configuration not stated) | i | 1.3 | 0.3% | . | . | -6.8% | -5% | -0.8 | 53 | 30% | 13% | 3%
CC1Cc2ccccc2N1C(=O)CSc1nc(N)cc(=O)[nH]1 (configuration not stated) | . | . | -0.1% | . | . | 4.5% | -10% | . | . | 0% | 6% | -7%
COc1ccc(-c2nnn(CC(=O)N3CCOCC3)n2)cc1 | i | 6.0 | 0.3% | i | 17 | -9.4% | -1% | 0.2 | 53 | 2% | -4% | 2%
CSc1nc(NCc2ccco2)c2c3c(sc2n1)CN(C)CC3 | . | . | 0.4% | i | 24 | 4.7% | -18% | 0.4 | 81 | -3% | 8% | 15%

3 entries out of the list, ordered by formula weight, highest first:
SMILES | Myeloid diff 2 | Myeloid diff 2 GFP+ MAC1+ % | GPR55 activation | T cell modulator | T cell modulator vesicle-bound % | KOR beta-arrestin-1 | NOD1 NF-kB reporter | NTR1 agonist | NTR1 agonist cell count 20 µM | GPR55 LPI antagonism | KOR beta-arrestin-2 | HEK293 NOD2/NF-kB
CC(C)CC(=O)N1CCC(O)(CS(=O)(=O)c2ccc(Cl)c(Cl)c2)CC1 | i | 0.3 | 0.1% | i | 29 | -4.2% | -12% | 2.0 | 73 | 5% | 0% | 11%
N=c1n(Cc2ccccc2Cl)c2ccccc2n1CC(O)c1ccco1 (configuration not stated) | i | 0.1 | 0.5% | i | 46 | -2.0% | -21% | 1.1 | 60 | -1% | -32%[20 µM] | 20%
O=C(Nc1ccc(Cl)c(Cl)c1)OCc1cncs1 | i | 0.5 | 0.3% | i | 18 | 6.8% | -20% | 1.3 | 62 | -11% | -37% | -29%
